CRE Fsk mod: Cell signaling CRE-BLA (Fsk stim); Potency, µM (titrated, usually from 38.2 µM), for inactives: top-dose activity change, negative = inhibition, actives largely listed as activators; AID 662, 2007; 2.5% of 71,000 active; CHO CRE-bla reporter (cAMP response element driving beta-lactamase), forskolin EC10, beta-lactamase ratio; active = well fitted activation curve with a large enough effect in the signal ratio, with a control signal flat, not every such curve was filed as active; inconclusive = small, poorly fitted or top-dose-only effect, or effect the other way, or a change in a side signal; the % refers to the signal ratio; note: potency is the fitted concentration of half-maximal effect; % of control where 0% means no effect
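Titrated compounds plus EC10 NKH 477 on CHO CRE-bla cells, 3 h, 37 °C. CCF4, 2 h RT. Ratio 460/530 nm → AC50.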
BRCT inh red: qHTS Assay for Inhibitors of BRCT-Phosphoprotein Interaction (Red Fluorophore). AID 892, 2007. BRCT-phosphopeptide binding, red fluorescence polarization. Potency, µM (titrated, usually from 76.9 µM), for the others: at the highest dose activity change, negative = inhibition, usual class: inhibitors. 0.03% of 75,000 active. Breast cancer type 1 susceptibility protein (Homo sapiens), P38398; note: % is set by controls: 0 for no effect and ±100 for the full control effect
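Fluorescence polarization: 100 nM His-tagged BRCA1 BRCT with 100 nM TAMRA-labelled phospho-BACH1 decapeptide, phosphate buffer pH 7.3 with 150 mM NaCl, DTT, 0.01% Tween 20; 12 min RT. Binding inhibition seen as FP decrease.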
Caspase-1 inhib: qHTS Assay for Allosteric/Competitive Inhibitors of Caspase-1 | Caspase-1 enzyme, Ac-WEHD-AFC fluorogenic rate | 0.03% of 75,000 active | P29466 | Potency, µM (highest dose often 57.5 µM), for the others: at the top dose activity change, negative = inhibition, most hits filed as inhibitors;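 note: potency is the fitted concentration of half-maximal effect; plate controls were vehicle for no effect and no substrate for full effect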
BRCT inh green: qHTS Assay for Inhibitors of BRCT-Phosphoprotein Interaction (Green Fluorophore); Potency, µM (top dose mostly 76.9 µM), for the others: at the highest dose activity change, negative = inhibition, most hits filed as inhibitors; Breast cancer type 1 susceptibility protein (Homo sapiens), P38398; BRCA1 BRCT-phosphopeptide binding, green fluorescence polarization; 0.05% of 75,000 active;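 note: potency is the fitted concentration of half-maximal effect; plate controls were peptide without protein for full effect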
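Fluorescence polarization: His-tagged BRCT (~35 kDa BRCA1 C-terminus, 250 nM) bound to 100 nM fluorescein-labeled phosphorylated 10-aa BACH1 peptide, pH 7.3 phosphate buffer with DTT and Tween 20. Compounds incubated 12 min at room temperature; inhibition read as lowered polarization.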
A350 autofl: qHTS Assay for Spectroscopic Profiling in A350 Spectral Region. max dye-equivalent concentration, M. Compound autofluorescence, 340/450 nm, Alexa 350 dye-equivalents; hits give high values. 11% of 59,000 active; in the data active = max dye-equivalent concentration above about 10 nM; inconclusive = mostly about 1.1 nM to 9.6 nM
ERK AVP inh: qHTS Assay for Inhibitors of the ERK Signaling Pathway using a Homogeneous Screening Assay; 0.99% of 72,000 active; AID 995, 2007; HEK293-V1b, vasopressin-stimulated pERK AlphaScreen; Potency, µM (top dose mostly 57.5 µM), for inactives: at the highest dose activity, negative = inhibition, hits mostly inhibitors; note: potency is the fitted concentration of half-maximal effect; % is set by controls: 0 for no effect and ±100 for the full control effect; nearly all actives have a fitted effect of over 55% in size
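HEK293 cells stably expressing V1b receptor, preincubated 30 min at 37 °C with compound, then stimulated 5 min with 25 nM vasopressin. Phospho-ERK by AlphaScreen SureFire after 5 h RT; normalized to DMSO and vasopressin; AC50 by Hill fit.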
USP2a inh: qHTS Assay for Inhibitors of Ubiquitin-specific Protease USP2a | Potency, µM (series often up to 38.3 µM), inactives show at the top dose activity change, negative = inhibition, actives largely listed as inhibitors | USP2a enzymatic assay, qHTS inhibition | 0.1% of 60,000 active | Ubiquitin carboxyl-terminal hydrolase 2 (Homo sapiens), O75604 | AID 927, 2007;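 note: potency is the fitted concentration of half-maximal effect; nearly all actives have a fitted effect of over 60% in size; plate controls were DMSO for no effect and NEM full inhibition control for full effect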
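Inhibition is measured in a cell-free coupled assay with 20 nM USP2 core, 20 nM Ub-PLA2 and 20 uM NBD C6-HPC, 2.5 h incubation. Activity normalized to NEM control.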
HEK293 cAMP cs: qHTS Assay for Agonists of the Thyroid Stimulating Hormone Receptor: Activators of Intracellular cAMP Concentrations in Parental HEK 293. parental HEK293 CNG cAMP sensor, membrane potential fluorescence. Potency, µM (top dose mostly 57.1 µM), inactives show at the top dose activation, usual class: activators. 2.5% of 73,000 active; note: potency is the fitted concentration of half-maximal effect; % of control where 0% means no effect; nearly all actives have a fitted effect of over 55% in size
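Parental HEK 293 cells stably expressing a cAMP-gated CNG channel were loaded with membrane potential dye containing 100 uM RO 20-1724 for 60 min. Compound added for 30 min; depolarization read as fluorescence intensity at 590 nm.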
Casp7 inh: qHTS Assay for Allosteric/Competitive Inhibitors of Caspase-7 | P55210 | recombinant caspase-7, Ac-DEVD-AFC fluorescence rate | Potency, µM (doses to about 57.5 µM), without a hit: at the top dose activity change, negative = inhibition, actives largely listed as inhibitors | 0.02% of 75,000 active; active = well fitted inhibition curve with a large enough effect in the main read-out, with a control signal flat, not every such curve was filed as active; inconclusive = small, poorly fitted or top-dose-only effect, or a change in a side signal; note: potency is the fitted concentration of half-maximal effect; % of control where 0% means no effect
Tau filament bind: qHTS Assay for Tau Filament Binding; Microtubule-associated protein tau (Homo sapiens), P10636; recombinant tau filaments, thioflavin S fluorescence, 15 h; filaments grown with octadecylsulfate alongside compound; Potency, µM (doses to about 57.1 µM), without a hit: at the highest dose activity change, negative = inhibition; 2% of 71,000 active; AID 596, 2007;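 note: potency is the fitted concentration of half-maximal effect; % is set by controls: 0 for no effect and ±100 for the full control effect; actives lower thioflavin S fluorescence by blocking filaments or displacing dye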
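His-tagged recombinant human tau (exons 2, 3, 10; 1 uM final) fibrillized with 30 uM sodium octadecylsulfate, 15 h at 37 C, in pH 7.4 HEPES buffer with 10 uM thioflavine S and 5 mM DTT. Reduced ThS fluorescence (450/510 nm) marks activity.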
FLuc inh: qHTS Assay for Inhibitors of Firefly Luciferase; Luciferin 4-monooxygenase (Photinus pyralis), P08659; purified firefly luciferase, luminescence, 8 min; Potency, µM (doses to about 57.1 µM), inactives show at the highest dose activity change, negative = inhibition, hits mostly inhibitors; 2.2% of 72,000 active; note: potency is the fitted concentration of half-maximal effect; % is set by controls: 0 for no effect and ±100 for the full control effect; nearly all actives have a fitted effect of over 40% in size
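Firefly luciferase (PKLight detection mix) with 10 uM ATP in pH 7.2 imidazole buffer (KCl, MgCl2, Tween 20, BSA). Compounds tested across a concentration series (qHTS). Luminescence read after 8 min at ambient temperature.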
* = called active by the depositor; i = inactive; ? = inconclusive; / = not tested or not shown; [ ] = remark or other dose. Unless noted, calls come from the whole dose curve; as a rule, active = well fitted curve in the direction sought with a large enough effect; inconclusive = small, poorly fitted or top-dose-only effect, or another doubt; inactive = no such curve, though single readings can be large; an effect the other way counts as inactive or inconclusive.

| Molecule | FLuc inh | Tau filament bind | HEK293 cAMP cs | Caspase-1 inhib | BRCT inh red | Casp7 inh | A350 autofl | ERK AVP inh | CRE Fsk mod | USP2a inh | BRCT inh green |
| --- | --- | --- | --- | --- | --- | --- | --- | --- | --- | --- | --- |
| COc1cc(/C=C/C(=O)N2CCCCC2=O)cc(OC)c1OC | / | / | / | -3.2% | 0.2% | 2.3% | / | -0.4% | / | / | 0.1% |
| CCOC(=O)NCCc1c(C)nc2c(c(C)nn2C(C)(C)C)c1C | -1.4% | -4.7% | 3.0% | 0.8% | -0.6% | -2.0% | i | -19.2% | 5.01µM* | 18.8% | 0.7% |
| COC(=O)c1cc2sccc2n1CC(=O)Nc1cc(OC)cc(OC)c1 | 1.1% | 15.0% | 20.9% | -1.6% | 0.4% | -0.3% | i | 11.5% | -7.2% | 17.2% | -2.7% |
| COc1cccc2cc(C(=O)C3=C(O)C(=O)N(Cc4ccco4)C3c3cccnc3)oc12 (stereo unspecified) | 0.8% | -10.4% | -4.6% | -2.0% | 1.2% | -5.0% | ? | 6.4% | -7.3% | 38.4%[activator] | 0.1% |
| C/C(=C\c1ccc(Cl)cc1)C(C)(C)C(=O)O | 1.5%[11.4 µM] | -2.8%[11.4 µM] | 23.8%[11.4 µM] | -2.0%[11.5 µM] | -3.2%[15.4 µM] | 1.1%[11.5 µM] | i | 8.4%[11.5 µM] | 13.2%[7.6 µM] | / | -0.2%[15.4 µM] |
| COc1ccc([C@@H](Nc2ccccn2)c2cc(C(C)(C)C)cc(C(C)(C)C)c2O)cc1 | -1.2%[11.4 µM] | -2.1%[11.4 µM] | 1.5%[11.4 µM] | 0.0%[11.5 µM] | -0.2%[15.4 µM] | -0.8%[11.5 µM] | i | 12.7%[11.5 µM] | 16.7%[7.6 µM] | / | 0.9%[15.4 µM] |
| CCOc1ccccc1NS(=O)(=O)c1ccc(OC)c(OC)c1 | -1.5% | 7.6% | 14.9% | 1.1% | -0.1% | -1.8% | i | 23.6% | 24.9% | 9.0% | -2.2% |
| COc1ccccc1N1CCN(C2=CC(=O)CCC2)CC1 | -2.3% | 9.6% | 0.7% | -1.2% | 0.5% | -1.1% | i | 0.1% | 3.0% | -13.4% | -0.8% |
| CC(C)c1cc(CN2CCN(CCC#N)CC2)cc(C(C)C)c1O | 0.8% | -8.4% | 16.5% | 0.7% | 2.1% | -0.7% | i | ? | -19.7% | 0.7% | -1.3% |
| CC(C)OC(=O)c1cc2c(OC[C@@H](O)CNC(C)(C)C)cccc2[nH]1 | -0.5% | 18.4% | 14.0% | 0.6% | 0.0% | -2.3% | / | -20.1% | -15.6% | / | 2.1% |
| CCCCCCN(C(=O)CCCCCN1C(=O)NC(c2ccc(-c3ccccc3)cc2)C(C(=O)OCc2ccccc2)=C1C)C(C(=O)NCCCC)c1ccccc1 (stereo unspecified) | / | -25.2% | 37.9% | -2.4% | -1.8% | -0.5% | / | 10.8% | 0.9% | / | -1.3% |
| CCOC(=O)c1c(C)noc1CP(=O)(c1ccccc1)c1ccccc1 | -0.7% | 2.6% | 12.6µM* | 1.0% | 0.1% | -1.2% | i | -29.2% | 3.3% | 0.6% | -0.2% |
| Cc1c(C(=O)N2CCOCC2)sc2nc(-c3ccccc3)cn12 | -23.7% | 3.4% | 4.1% | 1.4% | -0.2% | 1.7% | i | 26.4% | 8.8% | 0.3% | -1.5% |
| COC(=O)c1cccc(CSc2nnc(C)s2)c1 | -5.0% | -1.0% | 11.7% | 0.6% | -0.9% | -2.1% | i | -1.7% | ? | 11.7% | 3.6% |
| C=CCn1c(C)cc(C(=O)CSc2nnc(NCc3ccccc3)s2)c1C | -14.1% | 29.9% | 49.6% | 4.8% | -0.1% | 7.0% | i | ? | ? | 6.9% | 12.2% |
| CCOC(=O)C1CCN(C(=O)COC(=O)c2ccc(Br)o2)CC1 | 3.8% | -10.0% | 4.1% | 2.6% | 0.2% | -0.9% | i | 7.1% | 1.3% | -3.9% | -2.4% |
| COc1ccc(-c2cc3nc4c(c(N5CCC6(CC5)OCCO6)n3n2)CCCC4)cc1 | -5.1% | 21.5% | ? | -4.4% | -3.0% | -1.8% | 9.94e-08M* | -4.4% | 2µM* | 8.0% | -4.7% |
| COc1ccc(C(=O)Nc2c3c(nn2-c2cccc(Cl)c2)CS(=O)C3)cc1 (stereo unspecified) | 8.1% | -7.1% | 26.0% | 0.5% | -0.4% | -0.1% | i | 26.4% | -3.3% | 8.6% | -1.1% |
| O=P(O)(CCP(=O)(O)c1ccccc1)c1ccccc1 | 1.5%[11.4 µM] | 4.1%[11.4 µM] | -3.3%[11.4 µM] | -8.4%[11.5 µM] | 1.3%[15.4 µM] | -2.2%[11.5 µM] | i | 22.0%[11.5 µM] | -0.6%[7.6 µM] | / | -2.4%[15.4 µM] |
| CCn1c(SCC(=O)Nc2cccc(F)c2)nc2c(c1=O)SC(C)C2 (stereo unspecified) | -0.5% | -1.4% | ? | -1.4% | -4.6% | -1.1% | / | / | 22.5% | / | -2.0% |
| O=C(CC(O)(c1ccccc1)C(F)(F)C(F)F)c1cccs1 (stereo unspecified) | -1.8% | 11.5% | 14.0% | -0.9% | -0.4% | 0.6% | i | -8.7% | -10.1% | 1.6% | -2.2% |
| CCS(=O)(=O)N1CCC(C(=O)NCc2cccc(OC)c2)CC1 | 2.9% | 5.8% | 4.4% | 0.1% | 2.0% | 0.5% | i | -5.4% | -13.7% | 2.2% | -0.3% |
| CCOC(=O)N1CCN(C(=O)C(NC(=O)c2ccc(CC)cc2)C(C)C)CC1 (stereo unspecified) | 0.9% | 16.7% | 2.7% | -0.3% | -0.4% | -1.0% | i | -11.5% | -2.4% | 2.3% | -0.7% |
| COc1ccc(OC)c(NC(=O)C23CCC(C)(C(=O)C2)C3(C)C)c1 (stereo unspecified) | -2.9% | -19.9% | -2.2% | -1.1% | 0.1% | 0.9% | ? | -7.4% | 0.9% | 1.1% | -0.8% |
| CC1CCC2C(=O)N3C(CCC(C)C3c3ccc(-c4ccco4)cc3)C(=O)N2C1c1ccc(-c2ccco2)cc1 (stereo unspecified) | / | / | 5.9%[11.4 µM] | 0.2%[11.5 µM] | -7.0%[15.4 µM] | -17.6%[11.5 µM] | / | 34.9%[activator][11.5 µM] | / | / | -2.0%[15.4 µM] |
| CC(C)C[C@H](NC(=O)[C@@H]1O[C@H]1C(=O)O)C(=O)NCCCCN=C(N)N | -0.9%[25.5 µM] | -9.3% | ? | 0.7% | -0.5% | -2.7% | i | 30.2%[activator] | -7.7% | 0.7% | -3.0% |
| c1ccc(N(c2ccccc2)c2nc(N3CCOCC3)nc(N3CCOCC3)n2)cc1 | 5.3% | 35.4% | 0.6% | -1.5% | -1.8% | 0.0% | / | -18.3% | 4.8% | / | -0.9% |
| COc1ccc(C(=O)N(Cc2ccco2)Cc2cccs2)c(O)c1 | -0.2% | -0.3% | 23.6% | 1.7% | -0.2% | -1.3% | i | 13.6% | -19.7% | 10.4% | -1.5% |
| CC(=O)NC(Cc1c[nH]c2ccccc12)C(=O)N1CCc2ccccc2C1 (stereo unspecified) | -0.2% | -3.9% | -2.0% | 1.5% | -0.3% | 0.9% | i | -0.2% | -9.6% | 9.7% | -1.9% |
| CCOC(=O)c1c(C)[nH]c(C(=O)CSc2nnnn2-c2ccc(C)cc2)c1C | 2.7% | -22.3% | 3.8% | 0.1% | 0.2% | -0.1% | i | 21.6% | 10.2% | 26.3% | -1.4% |
| CCCC(C)C(=O)Nc1cccc(NC(C)=O)c1 (stereo unspecified) | 0.6% | -4.8%[11.4 µM] | ? | 2.1% | -1.1% | 0.7% | / | 1.6% | ? | 2.0%[7.66 µM] | 1.7% |
| CCn1c(N2CCC(C)CC2)nc2c1c(=O)n(C)c(=O)n2C | 2.6% | -10.6% | -0.4% | -2.4% | -1.5% | 2.6% | / | / | 17.2% | / | 1.4% |
| O=C(Nc1nc(-c2ccco2)c(-c2ccco2)s1)C1CC(=O)N(c2ccc3c(c2)OCCO3)C1 (stereo unspecified) | -18.9% | 62.7% | 8.0% | ? | ? | -28.4% | 2.53e-08M* | ? | ? | ? | ? |

Compound activity: PubChem, National Center for Advancing Translational Sciences (NCATS)
